From PubChem
UHRF1 MBD2 ctr = human UHRF1 methylated DNA binding inhibitors; AID 687016; actives 0.75% (n = 370,000); UHRF1 binding to methylated oligo, TR-FRET; inhibition, % at 4.4 µM; in the data active = inhibition above about 21%;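 note: UHRF1 SRA domain binding a hemimethylated CpG hairpin DNA probe; 0% = median of test compound wells and 100% = reference inhibitor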
sPLA2-III inh = Blocks human group III sPLA2 activity; Q9NZ20; QFRET BODIPY PC-A2 liposome hydrolysis, fluorescence; inhibition, % at 12.2 µM; actives 0.56% (n = 370,000); AID 743126;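 active = inhibition above mean plus 3 SD of compounds lying within the high and low control bounds, cut at about 19% in these data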;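 note: 0% = median of test compound wells and 100% = no enzyme DMSO wells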
Target sequence (Q9NZ20 whole entry, looked up): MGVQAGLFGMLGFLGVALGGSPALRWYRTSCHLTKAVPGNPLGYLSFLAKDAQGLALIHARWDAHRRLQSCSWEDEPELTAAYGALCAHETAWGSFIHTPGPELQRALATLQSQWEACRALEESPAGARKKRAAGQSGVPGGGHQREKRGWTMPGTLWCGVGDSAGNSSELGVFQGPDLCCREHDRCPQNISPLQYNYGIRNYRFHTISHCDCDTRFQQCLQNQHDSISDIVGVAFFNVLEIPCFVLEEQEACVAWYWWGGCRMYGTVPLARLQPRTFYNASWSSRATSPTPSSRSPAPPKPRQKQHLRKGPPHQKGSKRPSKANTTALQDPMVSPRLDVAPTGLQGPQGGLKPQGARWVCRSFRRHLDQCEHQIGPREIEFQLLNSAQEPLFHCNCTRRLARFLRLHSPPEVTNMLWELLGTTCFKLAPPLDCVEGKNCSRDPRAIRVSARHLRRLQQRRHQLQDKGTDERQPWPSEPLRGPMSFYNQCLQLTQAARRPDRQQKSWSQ
ASAP1 inh = inhibitors of human ASAP1 ArfGAP activity; AID 624377; actives 0.19% (n = 360,000); ASAP1-stimulated ARF1 GTP hydrolysis, GDP FP detection; Q9ULH1; inhibition, % at 16.5 µM; in the data active = inhibition above about 25%;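 note: 0% = vehicle with enzyme and substrate and 100% = no enzyme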
Target sequence (Q9ULH1 325-724 limits assumed): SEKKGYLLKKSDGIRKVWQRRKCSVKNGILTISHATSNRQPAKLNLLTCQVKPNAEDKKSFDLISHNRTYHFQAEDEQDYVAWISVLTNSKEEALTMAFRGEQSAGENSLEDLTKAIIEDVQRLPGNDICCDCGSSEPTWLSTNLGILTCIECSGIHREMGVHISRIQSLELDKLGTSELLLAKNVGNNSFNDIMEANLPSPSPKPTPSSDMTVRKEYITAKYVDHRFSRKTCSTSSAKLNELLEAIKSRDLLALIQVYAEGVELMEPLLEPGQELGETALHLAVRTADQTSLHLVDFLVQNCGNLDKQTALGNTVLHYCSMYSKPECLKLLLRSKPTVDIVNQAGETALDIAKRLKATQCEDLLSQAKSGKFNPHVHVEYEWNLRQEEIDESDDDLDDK
PLC-beta3 inh = PLC-beta3 (human) inhibition, primary screen | Q01970 | Purified PLC-beta3, fluorogenic substrate, fluorescence | inhibition, % at 12.2 µM | actives 0.18% (n = 370,000) | AID 720704; in the data active = inhibition above about 11%;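 note: 0% = median of compound wells on plate and 100% = full blocker control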
proKLK7 act = proKLK7 (human) activation, primary screen | P49862 | purified proKLK7, EDANS-DABCYL substrate fluorescence; 100% is mature enzyme control, 0% vehicle | activation, % at 7 µM | actives 0.9% (n = 370,000) | AID 652039;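 active = activation above the mean of all tested compounds plus 3 SD, computed per campaign excluding outliers beyond control limits, cut at about 13% in these data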
Tn7 DDE FP = disrupts Tn7 cyclic peptide binding to fibrin D-Dimer-E complex; P02675; FP displacement of FITC-Tn7 peptide from fibrin DD(E); 0% = median of compound wells per plate; inhibition, % at 8.3 µM; actives 0.13% (n = 370,000);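 active = inhibition above the mean of compounds falling within the control limits plus 3 SD of them, cut at about 14% in these data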;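 note: 0% = plate median of compound wells and 100% = 10 µM Aha-Tn7 peptide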
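Assay system: Fibrin-DD(E) protein isolated from polymerized human fibrin clots; read-out basis: percent inhibition; medium: Tris/NaCl/CaCl2 buffer, pH 7.8; signal: FP measurement; incubation: 10 min plus 3 h, room temperature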
PLCg1 inh = PLC-gamma1 (human) inhibition, primary screen | P19174 | purified PLC-gamma1, fluorogenic substrate, fluorescence | inhibition, % at 12.2 µM | actives 0.84% (n = 370,000) | AID 720700; in the data active = inhibition above about 9.5%
Tn6 DDE FP = inhibitors of Tn6 peptide binding to human fibrin DD(E); inhibition, % at 8.3 µM; actives 0.21% (n = 370,000); Fibrin DD(E) TRITC-Tn6 fluorescence polarization displacement; P02675;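 active = inhibition above a per-campaign cutoff: mean of compounds within control limits plus 3 SD, cut at about 15% in these data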;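 note: 0% = median of all compound wells on the plate and 100% = blocking peptide control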
ARFGAP1 inh = inhibitors of rat ARFGAP1; inhibition, % at 16.5 µM; AID 651572; Arfgap1-stimulated ARF1 GTP hydrolysis, GDP FP detection; actives 0.26% (n = 360,000);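 active = inhibition above a per-plate limit, mean inhibition of low control wells plus 3 SD, cut at about 25% in these data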;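 note: 0% = DMSO wells with enzyme and 100% = wells lacking Arfgap1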
Target sequence (Q62848 1-136 limits assumed): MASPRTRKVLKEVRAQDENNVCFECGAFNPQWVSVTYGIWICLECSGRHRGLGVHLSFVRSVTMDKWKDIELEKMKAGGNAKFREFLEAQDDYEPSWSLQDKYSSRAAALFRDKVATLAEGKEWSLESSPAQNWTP
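Material: rat Arfgap1 catalytic domain, aa 1-136; also added: human ARF1(Δ1-17)-GTP substrate; compound dosing: one concentration, 16.5 µM, DMSO 1.26%; incubation: GTP hydrolysis reaction 2 h at 25 °C; measured by: Tracer-displacement fluorescence polarization with EDTA stop, 620/688 nm; evaluation: % inhibition from polarization; repeats: one replicate per compound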
NR1D1 modulator = modulates human Rev-erb alpha binding to DNA | activity, % at 10 µM | Rev-erbα–FITC-DNA binding, fluorescence polarization, 90 min | P20393 | actives 0.79% (n = 370,000) | AID 1259318;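 active = activity above about 14%, limit read from the data; passing the limit was not always enough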;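 note: 0% = DMSO wells with 35 nM protein and 100% = DMSO wells with 750 nM protein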
Numbers without * were called inactive; i = inactive; . = no result given; & = joins results of further samples.

1) CCc1nc(Nc2ccc(OC)c(OC)c2)c2nnn(Cc3ccccc3Cl)c2n1
2) Cc1cc(CN(C)C)c(O)c(C2(C)CCCCC2)c1
3) O=c1c2c(-c3ccccc3)csc2nc2c3ccccc3c(NCCN3CCOCC3)nn12
4) CCc1nnc(NS(=O)(=O)c2ccc(NC(=S)NC(=O)c3cccnc3)cc2)s1
5) Cn1cc(CC(=O)NCc2ccc(F)cc2)c2ccccc21
6) COc1ccc(CC(C)CC(=O)Nc2ccc(OC)cc2)cc1 (centres undefined)
7) N#CC1(NC(=O)COC(=O)/C=C/c2ccc3ccccc3n2)CCCCC1
8) CSCC[C@H](NC(=O)c1cccnc1)c1nnc2ccccn12
Assay by compound	1	2	3	4	5	6	7	8
UHRF1 MBD2 ctr	-1	1	-21	-2	-1	-1	-2	-1
sPLA2-III inh	0	-2	-23	-3	-19	-1	-5	-2
ASAP1 inh	-1	13	-5	-3	8	-5	9	-13
PLC-beta3 inh	-5	0	i	3	-2	-4	-13	0
proKLK7 act	-0.5	0.1	-16	0.1	0.2	0.0	-0.5	0.2
Tn7 DDE FP	1	-8	-16	4	-2	-8	2	-7
PLCg1 inh	-7	0	-419	0	2	4	-6	4
Tn6 DDE FP	3	4	1	8	7	6	0	4
ARFGAP1 inh	-3	-6	-1	7	-2	-3	-4	4
NR1D1 modulator	1	18	3	-1	-6	9	1	-2

9) CSC1=NCCN1C(=O)Cc1cccc2ccccc12
10) COc1ccc(NC(=O)c2c(C)nn(Cc3ccccc3)c2C)cc1S(=O)(=O)N(C)C
11) CCCN1C(=O)/C(=C/c2ccccc2OCc2ccc(C(=O)O)cc2)NC1=S
12) CC(C)CC[n+]1ccn(-c2nc3ccccc3nc2[N-]S(=O)(=O)c2ccccc2)c1
13) CS(=O)(=O)c1ccc(Cl)c(NC(=O)CSc2nnc3n2CCCCC3)c1
14) O=C(OCc1cc(=O)n2ccsc2n1)C1(c2ccc(Cl)cc2)CC1
15) CCCCNC(=O)C1(C)CCCCN1C(=O)c1ccc(C)c(F)c1 (centres undefined)
16) O=C(CSc1nnc(-c2ccncc2)n1C1CCCCC1)Nc1ccccc1
Assay by compound	9	10	11	12	13	14	15	16
UHRF1 MBD2 ctr	0	-2	2	-8	2	6	-1	2
sPLA2-III inh	7	1	-5	-1	2	-6	2	10
ASAP1 inh	1	-4	1	14	-10	-12	-6	3
PLC-beta3 inh	3	-6	-3	-252	4	-3	4	4
proKLK7 act	-0.2	0.3	0.8	3.9	-0.1	0.9	-0.1	0.2
Tn7 DDE FP	-4	8	2	1	-1	4	-6	1
PLCg1 inh	2	-1	1	-207	3	-6	3	10*
Tn6 DDE FP	4	2	-5	7	4	5	8	-13
ARFGAP1 inh	16	14	1	8	8	-13	0	2
NR1D1 modulator	1	0	-2	-4	-1	-6	11	-1

17) O=C1[C@@H](CCc2ccccc2)[C@@H]2c3ccccc3C=NN2[C@@H]2c3ccccc3C=NN12
18) Cc1ccccc1/C=N/Nc1nc2ccccc2[nH]1
19) Cc1cccc(C(=O)N/C(=C/c2ccco2)C(=O)N2CCCCCC2)c1
20) CCN(c1ccccc1)S(=O)(=O)c1ccc(C(=O)Nc2ccccc2OC)cc1
21) O=C(NCCc1ccc(Cl)cc1)C1CCN(C(=O)c2ccc(F)cc2)CC1
22) COC(=O)c1sc2nc(CN3CCOCC3)nc(N3CCOCC3)c2c1C
23) Cc1cc(N)nc(=O)n1C1CC(O)C(CO)O1 (centres undefined)
24) CCC(=O)N/N=C/c1ccc(-c2ccc(Cl)cc2)o1
Assay by compound	17	18	19	20	21	22	23	24
UHRF1 MBD2 ctr	0	-2	-4	-1	0	3	0	-2
sPLA2-III inh	1	-2	-15	1	-2	-6	11	-4
ASAP1 inh	.	-5	5	-5	-2	-11	-9	-7
PLC-beta3 inh	-1	-16	-29	2	-4	-18	-2	-11
proKLK7 act	0.0	0.6	0.3	0.1	0.9	-0.4	-0.1	1.4
Tn7 DDE FP	-3	-4	7	-3	1	-7	5	-4
PLCg1 inh	0	-13	-16	-4	0	-19	-2	-1
Tn6 DDE FP	-4	-3	2	1	-5	-3	1	7
ARFGAP1 inh	.	-1	-1	7	7	-1	-1	0
NR1D1 modulator	5	5	-2	4	7	5	2	5

25) COc1cc(N/C(N)=N/c2nc(C)cc(C)n2)cc(OC)c1
26) O=C(c1cnn(-c2nc3ccccc3s2)c1)c1ccccc1O
27) CC1=C(C(=O)N2CCCC(N3CCN(c4ccccc4C)CC3)C2)OCCO1 (centres undefined)
28) Cc1ccc(NC(=O)CCC(=O)N/N=C/c2ccco2)c(C)c1
29) O=c1nc(SCc2cccc(C(F)(F)F)c2)nc2ccccn12
30) COCCCNc1nc2c(c(=O)[nH]c(=O)n2C)n1CC(O)COc1ccccc1C (centres undefined)
31) COC(=O)C[C@H]1C[C@H]2c3cc(NC(=O)Nc4ccc(C(F)(F)F)cc4)ccc3O[C@H]2[C@@H](CO)O1
32) On1c(-c2ccccc2)nc2ncccc21
Assay by compound	25	26	27	28	29	30	31	32
UHRF1 MBD2 ctr	4	-1	0	-7	3	-1	-2	0
sPLA2-III inh	-3	-5	2	-3	7	-7	-10	2
ASAP1 inh	-4	-3	3	-3	-8	-4	8	-12
PLC-beta3 inh	-483	-1	-6	-1	-6	0	8	-14
proKLK7 act	14*	0.7	0.6	-0.1	0.0	0.2	0.8	0.1
Tn7 DDE FP	1	9	-5	4	-3	5	-6	1
PLCg1 inh	-377	1	1	-1	3	1	4	-7
Tn6 DDE FP	-5	2	-1	2	0	17*	7	5
ARFGAP1 inh	-9	-2	-1	2	3	-2	6	15
NR1D1 modulator	0	1	0	-4	2	-2	0	5

33) Cc1cccc(NC(=O)CN(C)S(=O)(=O)c2ccccc2)n1
34) O=C(CN1C(=O)c2ccccc2S1(=O)=O)NCCSCc1ccco1
35) CC(C)(Oc1cccc2ccccc12)C(=O)O
36) CN(C)C(=O)c1ccc(NC(=O)c2cc(-n3cnnc3)ccc2Cl)cc1
37) O=C1CCCN1CC(CN1CCOCC1)Sc1nnnn1-c1ccccc1 (centres undefined)
38) Cn1c(=O)c2c(nc(CN3CCN(CCO)CC3)n2Cc2ccccc2Cl)n(C)c1=O
39) CCC(=O)N1CCN=C1SCc1ccc(F)cc1
40) COc1ccc(CCNC2CC(=O)N(CCc3ccccc3)C2=O)cc1OC (centres undefined)
Assay by compound	33	34	35	36	37	38	39	40
UHRF1 MBD2 ctr	-1	-3	-1	2	1&1	5	1	-3
sPLA2-III inh	2	-3	-5	11	1&1	5	5	-1
ASAP1 inh	-3	7	5	-3	19&2	-11	11	-9
PLC-beta3 inh	3	-1	-3	-3	2&2	6	0	-13
proKLK7 act	0.4	0.1	-0.1	-0.6	-0.1&0.1	0.2	-0.8	-0.5
Tn7 DDE FP	-5	6	5	0	2&-1	-9	2	2
PLCg1 inh	-2	-2	-3	4	-1&2	12*	-2	1
Tn6 DDE FP	-3	-2	-11	-7	3&-2	1	5	3
ARFGAP1 inh	-7	-4	0	7	3&7	4	-8	10
NR1D1 modulator	-6	1	-5	-2	6&0	-4	2	-7

Some entries already given with just Tn7 DDE FP, PLCg1 inh and ARFGAP1 inh:
| item | SMILES | Tn7 DDE FP | PLCg1 inh | ARFGAP1 inh |
| --- | --- | --- | --- | --- |
| 23 | Cc1cc(N)nc(=O)n1C1CC(O)C(CO)O1 (centres undefined) | 5 | -2 | -1 |
| 24 | CCC(=O)N/N=C/c1ccc(-c2ccc(Cl)cc2)o1 | -4 | -1 | 0 |
| 25 | COc1cc(N/C(N)=N/c2nc(C)cc(C)n2)cc(OC)c1 | 1 | -377 | -9 |
| 26 | O=C(c1cnn(-c2nc3ccccc3s2)c1)c1ccccc1O | 9 | 1 | -2 |

(listing goes on)
41) O=C(C[n+]1cc(-c2ccccc2)n2c1CCC2)OCc1ccccc1
42) O=C(O)c1ccccc1C(=O)NC1=NN(c2ccccc2)CC1
43) CC(=O)N1CCc2cc(S(=O)(=O)NCCCN3CCCCC3)ccc21
44) COc1ccc(C(N)=S)c(OC)c1
45) COc1ccc(C2C(C(=O)Nc3cccnc3)=C(C)Nc3nc(-c4cccs4)nn32)cc1 (centres undefined)
46) COc1cc2cc(CN(CCN3CCCC3)C(=O)Nc3ccccc3Cl)c(=O)[nH]c2cc1OC
47) COC(=O)C(C(=O)N1CCN(C)CC1)C1CCCCCC1 (centres undefined)
48) Cc1nc([N+](=O)[O-])cn1CC(=O)Nc1ccc(F)c(Cl)c1
Assay by compound	41	42	43	44	45	46	47	48
UHRF1 MBD2 ctr	-2	-5	-2	-1	2	0	16	0
sPLA2-III inh	-2	1	-2	2	-28	1	0	1
ASAP1 inh	11	-5	-5	0	4	13	-12	-7
PLC-beta3 inh	2	-10	-6	5	-18	-48	0	-1
proKLK7 act	0.5	0.6	-0.4	0.0	0.2	3.6	-0.2	-0.3
Tn7 DDE FP	3	1	-3	6	-6	-7	7	1
PLCg1 inh	0	-3	3	0	-12	-42	0	3
Tn6 DDE FP	-1	-3	1	6	-3	7	9	-4
ARFGAP1 inh	9	-2	-9	16	5	-4	-9	1
NR1D1 modulator	2	1	-4	-1	4	1	2	-1

49) CC1=C(C(=O)Nc2cc(C)ccn2)C(c2cnn(C)c2)C2=C(CC(c3ccccc3)CC2=O)N1 (centres undefined)
50) CCn1c(SCC(=O)Nc2sc3c(c2C(N)=O)CCC(C)C3)nnc1-c1ccco1 (centres undefined)
51) CCOc1ccc(N/C(=N/c2nc(C)cc(C)n2)NC(C)=O)cc1
52) O=C(Cc1c[nH]c2ccccc12)NC1(C(=O)NC2CCCCC2)CCCCC1
53) O=C(NCN1CCN(c2ccccc2)CC1)c1cnccn1
54) COCCN(CC(=O)Nc1ccccc1C(F)(F)F)C(=O)/C=C/c1cc(Cl)c2c(c1)OCO2
55) CSc1nc(=S)c2[nH]c(=S)[nH]c2[nH]1
56) CN(C)CCCN(C(=O)c1ccc(S(=O)(=O)N2CCCCCC2)cc1)c1nc2cc3c(cc2s1)OCCO3
Assay by compound	49	50	51	52	53	54	55	56
UHRF1 MBD2 ctr	-1	1	4	-1	1	-5	-3	-1
sPLA2-III inh	3	-7	17	-42	5	0	2	-17
ASAP1 inh	-7	8	-4	-13	1	7	14	-9
PLC-beta3 inh	-208	-15	-5	1	-1	-28	-15	-3
proKLK7 act	1.9	0.7	0.1	0.2	-0.3	-30	-0.5	0.1
Tn7 DDE FP	-6	-4	7	-1	-1	2	-3	11
PLCg1 inh	-212	-7	0	3	4	-15	-8	4
Tn6 DDE FP	-1	-9	3	2	-5	-2	-2	-1
ARFGAP1 inh	0	-3	7	0	6	-3	-7	8
NR1D1 modulator	-6	-2	0	-3	-2	-5	5	-2
